# M5 antag: CHRM5 antagonism in calcium assay | P08912 | 0.59% of 360,000 active | AID 624040 | inhibition, % at 3 µM | CHO-hM5 cells, Fluo-8 calcium fluorescence, ACh EC80;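 active = inhibition above a per-plate cutoff, the mean of that plate's test compounds plus 3 SD, cut at about 27% in these data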;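 also: 0% = acetylcholine EC80 with DMSO and 100% = DMSO without agonist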
# Target sequence (P08912 whole entry, looked up): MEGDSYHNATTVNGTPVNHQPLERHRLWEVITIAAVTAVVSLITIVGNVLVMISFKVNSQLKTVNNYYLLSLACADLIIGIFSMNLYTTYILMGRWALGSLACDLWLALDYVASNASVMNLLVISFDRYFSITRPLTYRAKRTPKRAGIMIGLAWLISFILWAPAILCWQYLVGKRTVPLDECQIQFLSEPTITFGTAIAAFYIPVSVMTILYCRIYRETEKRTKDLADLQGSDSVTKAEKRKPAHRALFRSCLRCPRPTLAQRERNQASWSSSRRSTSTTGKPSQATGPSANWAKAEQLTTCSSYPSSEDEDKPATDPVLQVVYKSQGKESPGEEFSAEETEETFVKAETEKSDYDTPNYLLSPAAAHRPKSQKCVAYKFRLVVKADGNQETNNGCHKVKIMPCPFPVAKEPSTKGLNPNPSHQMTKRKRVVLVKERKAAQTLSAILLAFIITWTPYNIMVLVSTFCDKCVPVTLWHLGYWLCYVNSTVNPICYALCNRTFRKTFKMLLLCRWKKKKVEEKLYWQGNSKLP
# M5 ag: CHRM5 agonism in calcium assay; 0.19% of 360,000 active; P08912; CHO-K1 hM5 cells, Fluo-8 calcium fluorescence; 0% DMSO wells, 100% maximal acetylcholine response; activation, % at 3 µM; AID 624037;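 active = activation above the run's mean over test compounds plus 3 SD, cut at about 23% in these data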;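 also: signal is peak over basal fluorescence ratio across the kinetic read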
# TAAR1 antagonist: human TAAR1 antagonism. 1.5% of 360,000 active. inhibition, % at 3 µM. Q96RJ0. CHO RD-HGA16 TAAR1, Fluo-8 calcium fluorescence, antagonist;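 active = inhibition above a per-plate cutoff, the mean inhibition of test compounds on that plate plus 3 SD, cut at about 49% in these data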;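 also: 0% = DMSO plus EC80 beta-PEA response and 100% = DMSO alone without agonist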
#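 Test system – hTAAR1-expressing CHO RD-HGA16 cells, Gα16-coupled · Reagent – β-PEA at EC80 concentration, post-compound challenge · Compound dosing – 3 µM, single point · Timing – 140 s kinetic read after compound, 140 s after agonist · Detection – Fluo-8 intracellular calcium dye fluorescence, real-time kinetic reads · Control set – DMSO and EC80 PEA controls · Repeats – n of 1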
# M5 PAM: positive allosteric modulators of human muscarinic M5 receptor; AID 624038; CHO-K1 hM5, Fluo-8 calcium, ACh EC20 PAM; 0% = ACh EC20, 100% = ACh EC100; activation, % at 3 µM; P08912; 0.3% of 360,000 active;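 active = activation above the run cutoff, the mean activation of all test compounds plus 3 SD, cut at about 18% in these data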
#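 Assay system – human M5 receptor in CHO-K1 cells · Read-out – % activation, ACh-normalized · Technique – Fluo-8 calcium fluorescence · Dosing – single-point, 3 µM nominal · Incubation – Fluo-8 loading 80 min at 37 °C plus 30 min room temperature · Repeats – singlicate, one well per test compound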
# CRFR2-BP ag: CRF-BP/CRF-R2 complex agonism; activation, % at 13.2 µM; AID 588473; 0.46% of 350,000 active; HEK293 CRF-R2/CRF-BP, calcium dye fluorescence (FLIPR); percent of saturating CRF peptide response;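 active = activation of at least 50%, plus an integration ratio under a set limit after plate pattern correction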;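 also: plate controls were neutral control wells without compound for no effect and CRF at EC100 for full effect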
# TAAR1 agonist: agonists of human TAAR1; Q96RJ0; CHO RD-HGA16 TAAR1, Fluo-8 calcium fluorescence; vehicle wells 0%, saturating PEA agonist 100%; activation, % at 3 µM; 0.99% of 360,000 active;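 active = activation above the mean activation of all test compounds in the run plus 3 SD, cut at about 38% in these data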
#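 Test system: RD-HGA16 (CHO) cells co-expressing Gα16 and hTAAR1 | Doses: Single dose, 3 µM | Schedule: 17-24 h seeding, 75 min 37 °C dye, 30 min RT | Evaluation: % activation from peak over basal fluorescence ratio, DMSO-to-PEA scaled | Technique: Kinetic Fluo-8 calcium fluorescence | Benchmarks: Low control DMSO, high control PEA (EC100)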
# M4 PAM: potentiates acetylcholine response at human M4 receptor; CHO-K1 hM4/Gqi5, Fluo-8 calcium fluorescence, ACh EC20; 0% = ACh EC20, 100% = maximal ACh; 0.4% of 360,000 active; activation, % at 3 µM; AID 624126;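 active = activation above its plate's cutoff, the mean activation of sample wells plus 3 SD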; also: some results filed as inactive read as strong as hits
# Target sequence (P08173 whole entry, looked up): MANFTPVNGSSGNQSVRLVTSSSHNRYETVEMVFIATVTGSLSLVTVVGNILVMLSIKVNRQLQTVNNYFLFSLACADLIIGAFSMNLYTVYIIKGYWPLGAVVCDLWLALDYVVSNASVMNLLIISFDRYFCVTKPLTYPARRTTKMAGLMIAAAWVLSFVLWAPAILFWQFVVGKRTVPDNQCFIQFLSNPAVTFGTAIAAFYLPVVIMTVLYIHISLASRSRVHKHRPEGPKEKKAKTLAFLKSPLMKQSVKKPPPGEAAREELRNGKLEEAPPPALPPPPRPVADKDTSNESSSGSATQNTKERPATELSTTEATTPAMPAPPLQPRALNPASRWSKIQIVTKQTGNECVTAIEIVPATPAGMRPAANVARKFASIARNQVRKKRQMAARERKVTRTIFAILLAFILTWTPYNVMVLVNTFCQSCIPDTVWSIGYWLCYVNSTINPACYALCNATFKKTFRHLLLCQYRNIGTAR
# CHO-K1 Ca PAM: M1 PAM counterscreen hit in parental CHO-K1 cells | AID 602247 | 0.02% of 360,000 active | ATP EC20, Fluo-8 calcium fluorescence; 0% at ATP EC20, 100% at ATP max | activation, % at 3 µM;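 active = activation above the run cutoff, the mean activation of all test compounds plus 3 SD, cut at about 40% in these data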;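 also: peak over basal fluorescence ratio in a 140 s read after ATP addition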
# CRFBP-R2 block: blocks CRF-induced signaling of the CRF-BP/CRF-R2 complex | HEK293 CRF-R2/CRF-BP, CRF-induced calcium fluorescence | 0.59% of 350,000 active | inhibition, % at 11.8 µM;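 active = inhibition of the ligand-induced calcium signal above about 50% at the single tested concentration, limit read from the data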
# Numbers without * were called inactive; / = not tested or not shown.
SMILES,M5 antag,M5 ag,TAAR1 antagonist,M5 PAM,CRFR2-BP ag,TAAR1 agonist,M4 PAM,CHO-K1 Ca PAM,CRFBP-R2 block
COc1cc(C(=O)OCC(=O)Nc2ccc3c(c2)OC(F)(F)O3)ccc1OCc1c(C)noc1C,-2.6,-3.5,30.8,32.5*,4.1,6.6,7.2,2.2,-21.6
O=C(COC(=O)/C=C/c1ccc([N+](=O)[O-])cc1)NNC(=O)c1ccccc1,7.2,4.7,-4.2,5.6,-0.3,1.0,-2.4,7.1,9.9
CCc1cccc(C)c1NC(=O)c1ccc2c(c1)CCN2S(C)(=O)=O,2.1,1.5,-7.5,-1.7,-0.3,5.5,-2.5,-2.2,2.1
O=C(c1cc(-c2ccncc2)nc2ccc(Cl)cc12)N1CCN(C(=O)C2CCCO2)CC1 (stereo not drawn),16.5,2.3,44.4,-13.8,-3.3,19.1,-9.4,13.4,17.5
CCCCNC(=O)c1cn(CC)c2cc(N3CCN(C(=O)c4ccco4)CC3)c(F)cc2c1=O,-12.3,-1.7,-17.3,13.0,1.4,4.6,18.0*,13.5,-12.2
COc1ccc(Cn2c(=O)cc(C)[nH]c2=S)cc1,2.8,-4.8,-11.7,4.3,-3.1,-1.5,6.7,5.3,5.9
Cc1c(C(=O)N2CCOCC2)[nH]c2c1C(=O)CC(c1ccccc1Cl)C2 (stereo not drawn),9.5,0.6,5.9,-1.6,1.9,4.5,-1.5,24.0,-15.3
CN1C(=O)N(C)C2(c3ccccc3)N(C)C(=O)NC12c1ccccc1 (stereo not drawn),0.9,1.6,-4.9,7.9,-2.3,3.1,17.4,-8.9,-3.9
Cc1ccc[n+](CC(=O)/C=C2\N(C)c3ccccc3C2(C)C)c1,9.5,-5.9,-19.4,0.3,0.3,3.6,-6.5,15.4,-3.0
CC1C(c2ccccc2)=[N+]([O-])C2(CCCCC2)N1O (stereo not drawn),6.9,-3.2,-2.7,-1.1,0.9,3.8,9.2,0.2,6.2
CCC(=O)N(c1ccc(F)cc1)C1C=CS(=O)(=O)C1 (stereo not drawn),2.3,0.1,-0.6,-4.1,-0.8,-1.5,-13.2,-0.3,8.3
Cc1ccc(OCc2occc2C(=O)O)cc1,4.1,1.7,-16.5,7.3,-0.4,5.7,16.0,11.2,-2.7
CCOC(=O)c1c(NC(=O)CCCN2CCOCC2)sc2c1CC(C)(C)OC2,14.2,-4.5,0.8,-18.6,-1.7,11.4,-1.2,6.9,6.3
COCc1cc(=O)[nH]c(Nc2nc3ccccc3o2)n1,-0.4,-0.2,-15.5,2.3,-1.1,5.8,4.1,22.5,12.4
Nc1ccc(C(=O)N/N=C/c2cn(Cc3ccccc3F)c3ccccc23)cc1,11.5,-0.2,-4.3,-8.0,-0.6,-0.7,-6.1,-18.1,5.7
COc1ccc(NC(=O)CSc2nnc(N)s2)cc1S(=O)(=O)N1CCCCC1,8.8,0.3,-4.2,-4.9,-1.6,3.1,-1.2,19.5,-1.0
Cc1ccccc1N1C(=O)CN(Cc2sccc2C)C1=S,1.3,2.0,-4.7,-2.6,0.3,6.5,3.6,4.8,-12.4
Cc1nnc(SCC(=O)NC2CC2)n1-c1ccccc1,4.8,-1.4,-22.7,3.4,-1.7,3.0,-1.9,9.2,7.6
Cc1cc(C)nc(N2CCC(C(=O)NCCc3ccc(F)cc3)CC2)n1,5.1,0.0,19.9,-2.5,-9.1,5.9,0.2,-14.7,24.5
CCC(CC)c1nnc(NC(=O)c2cc(C(=O)OC)cc([N+](=O)[O-])c2)s1,0.2,0.6,-20.6,9.2,0.4,4.3,10.9,14.1,-26.9
Cc1noc(C)c1C(=O)Nc1ccc(C#N)cc1,-2.9,0.5,0.5,-0.1,-0.9,-0.3,2.8,25.9,8.3
COc1ccc(NC(=O)c2cc(C)nc3ccccc23)cc1S(=O)(=O)N1CCOCC1,12.4,1.5,-3.4,4.0,1.8,2.5,3.6,-6.4,-11.9
CC(C)(C)Cc1c(-c2cccc(Cl)c2)nc2ccc(Cl)cn12,1.6,-5.3,-16.2,2.0,/,-0.5,-9.1,-3.2,/
CC(C)(C)c1cc(C(=O)N/N=C/c2ccccc2O)n(-c2ccccc2)n1,5.9,0.0,13.9,-8.2,-0.4,-0.4,-10.6,-5.8,0.8
Cc1ccc(S(=O)(=O)N(C)C)cc1NC(=O)c1cc(-c2ccco2)nc2ccccc12,-5.4,6.7,/,-7.1,1.0,/,-6.4,7.9,-7.8
CCCN(Cc1nnc(-c2cccs2)o1)C(=O)CN1C(=O)NC2(CCCCC2C)C1=O (stereo not drawn),8.4,-3.4,-33.3,4.8,-1.1,11.0,2.4,10.1,6.3
COc1cc(C)ccc1S(=O)(=O)NC(=O)C1(C)CCN1C(=O)Cc1ccccc1Cl (stereo not drawn),-2.0,0.5,-11.5,2.3,/,1.3,3.4,-3.3,/
COc1ccc2c(c1)[nH]c1c(N3CCSCC3)ncnc12,5.7,6.0,15.0,-9.9,-0.6,9.9,-13.2,-6.5,7.5
CC(=O)c1ccc(S(=O)(=O)Nc2ccc(-c3ccc4nnc(C)n4n3)cc2)cc1,-6.7,-0.9,-2.3,2.7,-1.2,7.7,-1.8,13.2,0.6
Cc1ccccc1NC(=S)NCc1ccc2c(c1)OCO2,13.8,0.2,0.0,3.4,-4.0,5.7,2.5,7.7,26.0

# Quoted from the listing:
# For CRFBP-R2 block, Cc1nnc(SCC(=O)NC2CC2)n1-c1ccccc1 reads 7.6
# For M4 PAM, CCCN(Cc1nnc(-c2cccs2)o1)C(=O)CN1C(=O)NC2(CCCCC2C)C1=O (stereo not drawn) reads 2.4

# (cont.)
SMILES,M5 antag,M5 ag,TAAR1 antagonist,M5 PAM,CRFR2-BP ag,TAAR1 agonist,M4 PAM,CHO-K1 Ca PAM,CRFBP-R2 block
Cc1c(C)n(CCc2c[nH]c3ccccc23)ccc1=O,8.8,-0.1,-20.5,2.1,1.3,0.4,-2.6,12.1,1.6
CCCc1[nH]nc2c1C(c1cc(OC)ccc1F)C(C#N)=C(N)O2 (stereo not drawn),2.1,-0.4,13.8,-4.8,12.2,2.8,-6.6,24.4,1.0
O=C(CNS(=O)(=O)c1ccccc1)N1CCc2ccccc2C1,8.0,-0.4,6.4,10.9,-3.3,-0.6,-2.4,21.4,-0.7
CCS(=O)(=O)c1ccc2oc(SCC(=O)NC3CCCC(C)C3C)nc2c1 (stereo not drawn),4.3,-0.5,12.3,-6.6,-1.2,6.4,-0.3,7.5,13.2
CC(C)NC(=O)c1ccc(COc2ccc(C(C)(C)C)cc2)o1,17.1,-3.8,16.9,-16.7,6.7,20.0,-11.1,-22.2,-19.3
COc1ccc(CNc2cccnc2)c(OC)c1OC,18.6,-7.5,-15.2,-5.0,-0.1,4.6,-1.8,-2.7,-6.2
Cc1ccc(OCc2cc(C(=O)N(C)Cc3cnn(C)c3)no2)cc1C,5.7,1.2,-17.1,-3.9,-0.3,1.8,0.8,23.8,-13.1
Cn1c(CN2CCOCC2)nc2cc(NC(=O)c3ccc(F)cc3)ccc21,-4.2,2.0,13.1,3.4,-1.7,8.8,-2.9,-8.7,-2.9
Cc1nn(-c2ccccc2)c2c1C(c1ccc(Br)s1)C(C#N)=C(N)O2 (stereo not drawn),7.2,3.7,/,-5.5,-0.7,/,4.4,12.0,1.3
CCCc1cc(=O)oc2cc(C)cc(OCC(=O)O)c12,-8.7,2.2,-0.7,4.8,6.0,6.5,2.0,6.4,4.3
Cn1c(=N)c(S(=O)(=O)c2ccccc2)cc2c(=O)n3ccccc3nc21,0.8,-3.6,7.0,4.8,-0.6,1.6,6.0,21.6,11.9
CCNC(=O)N1CCN(S(=O)(=O)c2ccc3c(c2)OCCCO3)CC1,-1.9,2.5,-5.4,-4.1,1.2,-2.0,-2.1,9.7,-2.6
O=S(=O)(NCCSc1ccc(Cl)cc1)c1ccc(F)cc1,2.4,-2.9,-1.3,-4.3,-1.4,9.7,-3.9,13.3,17.4
CC(C)(C)OC(=O)N1CCCC(C(=O)Nc2ccc(C(=O)N3CCCCC3)cc2)C1 (stereo not drawn),2.7,4.4,6.0,0.1,0.8,6.8,5.9,14.9,-10.4
O=C(CCCN1C(=O)/C(=C\c2ccccc2)SC1=S)N1CCOCC1,4.3,5.3,18.0,-7.0,-2.7,7.4,-5.4,12.3,6.8

# Part of the list above in order of heavy-atom count, highest first.
SMILES,M5 antag,M5 ag,TAAR1 antagonist,M5 PAM,CRFR2-BP ag,TAAR1 agonist,M4 PAM,CHO-K1 Ca PAM,CRFBP-R2 block
CCC(CC)c1nnc(NC(=O)c2cc(C(=O)OC)cc([N+](=O)[O-])c2)s1,0.2,0.6,-20.6,9.2,0.4,4.3,10.9,14.1,-26.9
CCNC(=O)N1CCN(S(=O)(=O)c2ccc3c(c2)OCCCO3)CC1,-1.9,2.5,-5.4,-4.1,1.2,-2.0,-2.1,9.7,-2.6
Cc1ccc[n+](CC(=O)/C=C2\N(C)c3ccccc3C2(C)C)c1,9.5,-5.9,-19.4,0.3,0.3,3.6,-6.5,15.4,-3.0
Cc1ccccc1NC(=S)NCc1ccc2c(c1)OCO2,13.8,0.2,0.0,3.4,-4.0,5.7,2.5,7.7,26.0
Cc1noc(C)c1C(=O)Nc1ccc(C#N)cc1,-2.9,0.5,0.5,-0.1,-0.9,-0.3,2.8,25.9,8.3

# (listing goes on)
SMILES,M5 antag,M5 ag,TAAR1 antagonist,M5 PAM,CRFR2-BP ag,TAAR1 agonist,M4 PAM,CHO-K1 Ca PAM,CRFBP-R2 block
O=C(Nc1ccc(CN2CCS(=O)(=O)CC2)cc1)c1ccc(C(F)(F)F)cc1,-8.1,13.7,-14.9,8.0,-1.9,2.9,-1.8,-8.1,9.1
CCOc1ccc(CCNC(=O)CN2C(=O)CCSc3ccccc32)cc1,-5.1,-2.9,-2.6,4.1,-0.2,-0.6,3.8,13.7,-2.8
Cc1c(Br)c([N+](=O)[O-])nn1CCCC(=O)Nc1sc2c(c1C(N)=O)CCC(C)C2 (stereo not drawn),2.6,0.2,-18.1,-3.8,0.4,1.4,1.3,-1.2,-3.9
O=C(COC(=O)/C=C/c1cccs1)Nc1ccc(Cl)cc1F,18.2,-0.2,73.6*,2.7,-0.7,59.0*,-2.2,8.4,-6.6
COC(=O)c1ccccc1NC(=O)c1ccccc1OC,-4.7,-7.5,5.7,1.3,0.0,12.7,2.0,22.5,16.4
CCC(=O)Nc1ccc(S(=O)(=O)Nc2c(NC)c3ccccc3oc2=O)cc1,5.0,2.0,-2.2,5.6,-0.6,1.2,-6.3,11.8,2.8
C=CCc1c(OC)ccc2c1c(S(=O)(=O)c1ccc(C)cc1)cn2COC,10.6,0.8,-10.5,1.7,0.8,-1.7,1.0,-5.6,1.3

# Compound activity from PubChem.
